# Bioassay records (PubChem BioAssay)
# uPA surface inh: qHTS for Inhibitors of Cell Surface uPA Generation; hit rate 0.31% among 330,000; Potency, µM (top dose mostly 38.3 µM), without a hit: at the highest dose activity change, negative = inhibition, usual class: inhibitors; cell surface uPA generation assay, qHTS; active means well fitted inhibition curve with a large enough effect; inconclusive means small, poorly fitted or top-dose-only effect; inactive means no such curve, though single readings can be large or run the other way; tested in mouse RAW 264.7 cells; further: potency means the concentration at half of the fitted maximal effect; on the % scale 0 is the no-effect control and ±100 the full control effect; nearly all actives have a fitted effect of over 55% in size
# USP2a block: qHTS Assay for Inhibitors of Ubiquitin-specific Protease USP2a Using CHOP2 as the Reporter. Ubiquitin carboxyl-terminal hydrolase 2 (Homo sapiens), O75604. USP2 core, Ub-CHOP2 coupled fluorogenic reporter, 485/531. Potency, µM (titrated, usually from 38.3 µM), for inactives: top-dose activity change, negative = inhibition, most hits filed as inhibitors. hit rate 0.01% among 330,000. AID 463254, 2010;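 further: potency means the concentration at half of the fitted maximal effect; plate controls were DMSO wells for no effect and full inhibition by NEM control for full effect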
#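 Cell-free coupled assay: 10nM USP2 core preincubated 30min RT with compound in Tris-HCl pH 8.0/CaCl2/CHAPS buffer, then 25nM Ub-CHOP2 and 25nM reporter substrate; fluorescence (Ex 485/Em 531) read after 60min RT, normalized to NEM inhibition, concentration-response curves fitted.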
# ELG1 repair inh: qHTS screen for small molecules that inhibit ELG1-dependent DNA repair in human embryonic kidney (HEK293T) cells expressing luciferase-tagged ELG1; HEK293T ELG1-luciferase reporter, luminescence, 16 h; DNA damage induced by 5-fluorouridine; Potency, µM (top dose mostly 46.1 µM), for inactives: at the highest dose activity change, negative = inhibition, most hits filed as inhibitors; hit rate 2.3% among 330,000; further: potency means the concentration at half of the fitted maximal effect; on the % scale 0 is the no-effect control and ±100 the full control effect; nearly all actives have a fitted effect of over 55% in size
#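 Overnight (16 hr) co-exposure of 2,000 cells/well to 5-fluorouridine and compound at 37 °C preceded detection. Luciferase was quantified via ONE-Glo luminescence; loss of signal denotes inhibition.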
# Tb PFK block: qHTS Assay to Find Inhibitors of T. brucei phosphofructokinase | ATP-dependent 6-phosphofructokinase (Trypanosoma brucei brucei), O15648 | T. brucei PFK, ADP-Glo luminescence | hit rate 0.17% among 330,000 | Potency, µM (series often up to 57.5 µM), for the others: at the highest dose activity, negative = inhibition, hits mostly inhibitors;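 further: potency means the concentration at half of the fitted maximal effect; 0% = uninhibited 1x PFK enzyme wells and -100% = no-enzyme wells; nearly all actives have a fitted effect of over 60% in size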
# Target sequence (O15648 whole entry, looked up): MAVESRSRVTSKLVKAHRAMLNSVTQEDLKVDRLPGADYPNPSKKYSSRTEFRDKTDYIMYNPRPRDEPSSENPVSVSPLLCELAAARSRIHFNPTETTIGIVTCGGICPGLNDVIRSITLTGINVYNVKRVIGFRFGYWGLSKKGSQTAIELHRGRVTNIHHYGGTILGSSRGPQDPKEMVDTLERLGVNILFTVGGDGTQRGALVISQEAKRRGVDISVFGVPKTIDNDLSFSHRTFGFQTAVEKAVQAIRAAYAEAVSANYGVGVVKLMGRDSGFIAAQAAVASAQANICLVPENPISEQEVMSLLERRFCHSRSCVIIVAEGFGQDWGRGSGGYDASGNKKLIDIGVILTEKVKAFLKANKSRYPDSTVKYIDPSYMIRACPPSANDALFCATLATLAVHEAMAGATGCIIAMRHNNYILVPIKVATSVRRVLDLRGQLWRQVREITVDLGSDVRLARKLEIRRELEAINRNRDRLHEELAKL
#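 ADP-Glo luminescence quantified ADP after 45 min at room temperature, with 1.25 nM T. brucei PFK, 0.1 mM ATP and 0.5 mM fructose-6-phosphate in pH 8.0 TEA buffer. qHTS titrations up to 57 µM; curves classified by quality.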
# Eya2 inh: qHTS Assay for Inhibitors of the Phosphatase Activity of Eya2; Protein phosphatase EYA2 (Homo sapiens), O00167; recombinant Eya2, OMFP fluorescence dephosphorylation (OMFP is methylfluorescein phosphate); Potency, µM (doses to about 76.9 µM), for the others: top-dose activity, negative = inhibition, usual class: inhibitors; hit rate 0.006% among 330,000; further: potency means the concentration at half of the fitted maximal effect; on the % scale 0 is the no-effect control and ±100 the full control effect
# Target sequence (O00167 whole entry, looked up): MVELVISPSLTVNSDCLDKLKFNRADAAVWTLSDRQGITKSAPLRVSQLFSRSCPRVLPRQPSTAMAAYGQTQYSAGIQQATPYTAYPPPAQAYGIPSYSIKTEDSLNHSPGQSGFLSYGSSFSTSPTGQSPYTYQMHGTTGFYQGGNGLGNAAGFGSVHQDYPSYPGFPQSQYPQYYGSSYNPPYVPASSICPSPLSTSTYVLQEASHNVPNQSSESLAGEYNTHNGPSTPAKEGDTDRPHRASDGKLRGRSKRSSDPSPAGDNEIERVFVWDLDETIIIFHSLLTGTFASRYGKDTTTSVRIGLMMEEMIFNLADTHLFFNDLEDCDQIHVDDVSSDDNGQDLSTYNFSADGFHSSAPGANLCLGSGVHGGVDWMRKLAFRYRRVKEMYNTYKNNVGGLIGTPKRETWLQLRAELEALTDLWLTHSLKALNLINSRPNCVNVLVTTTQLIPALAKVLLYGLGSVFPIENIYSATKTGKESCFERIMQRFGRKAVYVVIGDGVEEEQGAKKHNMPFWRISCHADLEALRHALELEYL
#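 Eya2 (0.2 uM) preincubated 10 min at ambient with compound, then OMFP substrate added at 50 uM; 10 min reaction in 50 mM HEPES pH 7.5, 50 mM NaCl, 5 uM MgCl2, 0.05% BSA, 1 mM DTT. Fluorescence read at Ex 485/Em 525 nm.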
# B2AR arrestin: qHTS assay of beta-arrestin-biased ligands of beta2-adrenergic receptor | Potency, µM (highest dose often 46.1 µM), for inactives: at the top dose activation, actives largely listed as activators | Beta-2 adrenergic receptor (Homo sapiens), P07550 | beta-arrestin recruitment to beta2AR, cell-based reporter | hit rate 0.02% among 330,000;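 further: potency means the concentration at half of the fitted maximal effect; 0% = DMSO controls and full agonism = EC100 isoproterenol or metaproterenol; nearly all actives have a fitted effect of over 65% in size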
# BCR signal inh: qHTS Assay to Find Inhibitors of Chronic Active B-Cell Receptor Signaling. ABC-DLBCL IkBa-CBG/CBR reporter, luminescence ratio, 4 h. hit rate 0.05% among 340,000. Potency, µM (highest dose often 46.1 µM), for the others: top-dose ratio change, negative = lower green/red ratio, usual class: inhibitors. AID 493014, 2011; active means well fitted inhibition curve with a large enough effect in the signal ratio, with a control signal flat, not every such curve was filed as active; inconclusive means small, poorly fitted or top-dose-only effect, or effect the other way, or a change in a side signal; the % refers to the signal ratio;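 further: potency means the concentration at half of the fitted maximal effect; plate controls were basal doxycycline-induced cells for no effect and cells given 10 µM MG132 for full effect; MG132 reads +100%, hits lower the ratio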
#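 Compounds up to 46 uM were incubated four hours with TMD8 cells whose green CBG68 luciferase is fused to IkappaBalpha; red CBR luminescence normalised the signal, and concentration-effect curves were fitted to fusion, red and ratio data.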
# TSHR antag: Antagonists of the Thyroid Stimulating Hormone Receptor: HTS campaign. TSHR-expressing cells, TSH-stimulated cAMP HTRF, 2 h; active compounds read low. activity change, negative = inhibition, % at 11.5 µM. hit rate 0.2% among 330,000. AID 504810, 2011;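 active means activity change below a set negative limit, meaning inhibition stronger than a set level, cut at about -70% in these data; inconclusive means activity change between two set negative limits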; further: on the % scale 0 is the no-effect control and ±100 the full control effect
#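 TSHR-expressing cells were treated with compounds, then stimulated with TSH at EC80 (4nM final) for 2 hours at 37 deg C. Cellular cAMP was measured by HTRF competition between lysate cAMP and cAMP-d2 for a cryptate-labelled anti-cAMP antibody.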
# TCR act: Activators of T cell receptors: qHTS campaign. primary human leukocytes, anti-CD3, IL-2 HTRF, 48 h. Potency, µM (titrated, usually from 9.22 µM), inactives show at the top dose activation of IL-2 secretion, usual class: activators. 330,000 tested, under 10 active; further: % of control where 0% means no effect
#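 Using a-CD3 beads without co-stimulation, primary human leukocytes were exposed to compounds for 48 hr. An HTRF IL-2 kit measured the cytokine, with europium-to-d2 energy transfer producing emission at 665nm upon 320nm excitation.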
# Mito fusion yeast: qHTS Assay for Small Molecule Inhibitors of Mitochondrial Division or Activators of Mitochondrial Fusion. S. cerevisiae fusion-defective mutant growth rescue, CellTiterGlo 48 h. Potency, µM (doses to about 46.1 µM), inactives show top-dose growth rescue (activation), most hits filed as activators. hit rate 0.23% among 320,000;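 further: potency means the concentration at half of the fitted maximal effect; % of control where 0% means no effect; nearly all actives have a fitted effect of over 45% in size; temperature-sensitive fusion mutants such as fzo1-1 at 37 °C on non-fermentable ethanol glycerol medium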
#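 Growth-rescue viability read-out: after 48 h at the non-permissive 37C in glycerol/ethanol YPEG, yeast mitochondrial fusion mutants are measured by CellTiterGlo luminescence; compounds (23 nl pinned per well) restoring growth score as division inhibitors or fusion activators.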
# TSG101-PTAP inh: qHTS Assay for Iinhibitors of HIV-1 Budding by Blocking the Interaction of PTAP/TSG101 | Tumor susceptibility gene 101 protein (Homo sapiens), Q99816 | Fluorescence polarization, FITC-PTAP peptide / Tsg101 binding | Potency, µM (top dose mostly 115 µM), inactives show at the highest dose activity change, negative = inhibition, usual class: inhibitors | 340,000 tested, under 10 active | AID 493005, 2010; active means well fitted inhibition curve with a large enough effect in the main read-out, with a control signal flat, not every such curve was filed as active; inconclusive means small, poorly fitted or top-dose-only effect, or effect the other way, or a change in a side signal; inactive means no such curve, though single readings can be large or run the other way; further: potency means the concentration at half of the fitted maximal effect; % of control where 0% means no effect
#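 FP read-out: FITC-PTAP peptide, 50 nM final, binding Tsg101 binding domain, 10 uM final; 20 min, r.t.; 10 mM HEPES pH 7.5, 0.15 M NaCl, 0.01% Tween 20, 3 mM EDTA, 0.1 mM TCEP.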
# * hit, by the source's call; u = inconclusive; x = not tested or not shown; [ ] = dose if it differs, or a comment. Unless noted, the call rests on the fitted dose curve; in most records, active means well fitted curve in the direction sought with a large enough effect; inconclusive means small, poorly fitted or top-dose-only effect, or another doubt; inactive means no such curve, though single readings can be large; an effect the other way counts as inactive or inconclusive. Random draw from the library. About 3% of those tested had a hit in this group.
SMILES,uPA surface inh,USP2a block,ELG1 repair inh,Tb PFK block,Eya2 inh,B2AR arrestin,BCR signal inh,TSHR antag,TCR act,Mito fusion yeast,TSG101-PTAP inh
COc1ccc(/C=C/C(=O)N2CCN(C)CC2)cc1S(=O)(=O)N1CCCCC1,5%,1%,-1%,-10%,11%,-0.1%,1%,10,1%,5%,4%
O=C(CSCc1ccc(Cl)cc1Cl)Nc1ccc(O)cc1C(=O)O,8%,0%,-4%,0%,23%,-0.4%,u,-3,x,-3%,-2%
Cc1ccc(-c2csc(N)n2)s1,-3%,-1%,u,1%,-6%,-0.8%,1%,-1,7%,-1%,-4%
CC(C)C(=O)Nc1ccc(Oc2ccc3c(c2)C(=O)NC3=O)cc1,3%,3%,-7%,0%,-3%,0.0%,u,-9,-1%,-2%,0%
CCOc1cc(Br)cc(/C=C2\SC(=Nc3ccccc3)NC2=O)c1O,-25%,1%,15%,3%,-6%,0.0%,u,-22,-2%,-2%,-1%
Cc1ccnc(NC(=O)c2cc(F)c(F)cc2Cl)n1,0%,1%,7%,1%,-6%,-0.2%,-2%,7,-9%,13%,0%
Cc1ccc(C(=O)N/C(=C/c2ccccc2F)C(=O)NCCCn2ccnc2)cc1,1%,1%,13%,1%,-3%,0.4%,-17%,6,-4%,1%,-2%
CCOC(=O)Cn1cc(C(=O)c2ccco2)c2ccccc21,-1%,0%,12%,1%,-8%,-0.6%,5%,1,3%,0%,-2%
Cn1c(=O)c2c(nc(NCCCO)n2CCc2ccccc2)n(C)c1=O,2%,4%,-8%,-1%,13%,-0.9%,-4%,-12,-4%[46.1 µM],-10%,-4%
CCCn1c(N)c(N(CCOC)C(=O)c2cc3c(s2)CCC(CC)C3)c(=O)[nH]c1=O (stereo unspecified),-2%,4%,-6%,-5%,9%,-0.1%,2%,-15,-46%,1%,-1%
O=C1OCCC1Sc1nnc(-c2cccs2)n1Cc1ccccc1 (stereo unspecified),x,1%,8%,-4%,0%,0.4%,1%,-4,-7%,-1%,-10%
Cc1ccc(C(=O)c2ccccc2C(=O)OCC(=O)NC(=O)NC(C)(C)C)cc1,2%,-1%,-28%,-5%,-7%,0.2%,7%,9,3%,-3%,-1%
Cc1ccc2nc(-c3ccccc3)cc(C(=O)N3CC(C)OC(C)C3)c2c1 (stereo unspecified),-1%,1%,1%,6%,-9%,0.2%,-11%,29,3%,29%,-1%
O=C(c1ccc(Cl)c(S(=O)(=O)N2CCOCC2)c1)N1CCN(c2ccccn2)CC1,9%,3%,1%,-7%,-1%,-0.2%,0%,1,-1%,-2%,-4%
Cc1ccc[n+](CC(=O)Nc2c(Cl)cc(Cl)cc2Cl)c1,-1%,11%,u,-1%,7%,0.1%,u,-14,-4%,-3%,-1%
COc1ccccc1Nc1ccc(NS(=O)(=O)c2ccc(C(C)=O)cc2)cc1,3%,-9%,-2%,0%,3%,-0.6%,u,-25,3%,-4%,-6%
Cc1nc2cc(NC(=O)Nc3cccc(F)c3)ccc2n1C,4µM*,-1%,u,1%,18%,-0.5%,u,4,1%,-4%,-2%
COCCNC(=O)CCc1c(C)nc2c(-c3ccc(F)cc3)c(C)nn2c1C,-5%,0%,-1%,0%,17%,-0.4%,-1%,-2,10%,1%,0%
COc1cccc(N2CCN(C(=O)Nc3ccc4c(c3)NC(=O)CO4)CC2)c1,-3%,3%,-2%,-1%,-1%,-0.1%,-3%,-8,-3%,0%,-10%
COC(=O)c1cc(C(=O)NC(C)(C)CC(C)(C)C)cc([N+](=O)[O-])c1,18%,1%,-1%,0%,-8%,-0.6%,3%,-27,-2%,10%,-2%
CN(C)c1ccc(NC(=S)NC(=O)/C=C/c2ccco2)cc1,-7%,1%,-1%,-5%,-5%,0.2%,-1%,-5,-3%,-3%,-5%
CC1Cc2nc(SCC(=O)NCC3CCCO3)n(C)c(=O)c2S1 (stereo unspecified),27%,-2%,3%,-2%,1%,-0.7%,-3%,20,8%,0%,0%
CCOC(=O)C1CCN(C(=O)c2cc3cc4cc(OC)ccc4nc3o2)CC1,0%,4%,u,-4%,10%,-0.6%,u,-14,6%,-1%,-5%
CCCCNc1c(-c2ccc(-c3ccc(C(C)=O)cc3)c(OC)c2)nc2cc(C)ccn12,u,0%,u,3%,4%,0.0%,-3%,0,-4%,x,-2%
CCn1c(-c2ccc(F)cc2)cnc1SCC(=O)N1CCc2ccccc21,x,4%,u,1%,-7%,-1.0%,-10%,7,-10%[46.1 µM],13%,x
CCOC(=O)C1CCN(C(=S)NC2CCCC2)CC1,-4%,5%,-3%,-2%,-1%,-0.1%,2%,-4,-1%,-1%,0%
CN=C1S/C(=C\c2cc(C)n(-c3ccccc3F)c2C)C(=O)N1C,x,1%,u,-2%,-29%,0.0%,9%,-6,4%,19%,0%
Cc1cc2c(nc1C)CCCN2C[C@@H](C)O/N=C1/[C@H]2CCn3c(=O)n(-c4ccccc4)c(=O)n3[C@H]2[C@H](O)[C@@H]2O[C@H]12,-4%,1%,-22%,11%,4%,-0.9%,-13%,-4,3%,-4%,x
Cc1nnc(SCC(=O)NC2CCCCC2C)s1 (stereo unspecified),1%,1%,8%,-10%,14%,-1.5%,-2%,5,5%,3%,-5%
O=C(CCCC(=O)Nc1ccc(Br)cc1)N/N=C/c1ccccc1,2%,0%,5%,3%,-6%,-0.7%,-1%,-5,0%,-1%,-2%

# Brought forward from above: two compounds, followed by the next part.
SMILES,uPA surface inh,USP2a block,ELG1 repair inh,Tb PFK block,Eya2 inh,B2AR arrestin,BCR signal inh,TSHR antag,TCR act,Mito fusion yeast,TSG101-PTAP inh
Cc1nnc(SCC(=O)NC2CCCCC2C)s1 (stereo unspecified),1%,1%,8%,-10%,14%,-1.5%,-2%,5,5%,3%,-5%
O=C(CCCC(=O)Nc1ccc(Br)cc1)N/N=C/c1ccccc1,2%,0%,5%,3%,-6%,-0.7%,-1%,-5,0%,-1%,-2%
Cc1nn(C)c(Cl)c1CN1CCCC(CO)(Cc2ccccc2)C1 (stereo unspecified),-7%,2%,-9%,2%,-10%,-0.3%,-11%,0,-26%,-1%,1%
Cc1nc(C(C)(C)O)n(-c2ccccc2)n1,3%,0%,2%,-2%,-2%,0.4%,5%,-1,3%,2%,1%
Cc1ccc(NC(=O)CN(C)C(=O)COc2cccc3ccc(C)nc23)cc1,-4%,6%,-8%,3%,-28%,-1.1%,-1%,x,1%,x,-3%
CC(C)CN1CCC(=O)N([C@H](CSc2ccc(Br)cc2)c2ccccc2)CC1,-10%,-1%,u,2%,-19%,-0.4%,8%,-11,0%,-42%[inhibitor],x
Cc1cccc(N2C(=O)CSC2c2cccnc2)c1 (stereo unspecified),5%,2%,-4%,-1%,0%,-0.1%,-19%,1,-26%,-3%,-8%
COc1ccc(C(C)=O)cc1COC(=O)c1ccc(N)c([N+](=O)[O-])c1,x,0%,-15%,-3%,3%,-0.2%,u,5,4%,13%,-4%
